# KLF5 inh = KLF5 expression inhibitors, primary screen, DLD-1 cells, luminescence; DLD-1 KLF5 promoter-luciferase reporter; inhibition, % at 5 µM; 0.23% of 290,000 active;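 active = inhibition above a per-plate limit of that plate's mean compound inhibition plus 3 SD, cut at about 60% in these data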;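 also: 0% = DMSO wells and 100% = LY294002 at 200 µM; higher means less KLF5 promoter-driven luciferase light; inactives centre near -14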
# HIF act = HIF pathway transcriptional activators, primary screen, cell-based, U2OS HRE-luciferase, luminescence; activation, % at 7.5 µM (by protocol); 0.32% of 300,000 active; U2OS HRE-luciferase reporter; normalized: DMSO 0%, desferrioxamine 100%;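 active = mean activation of at least 10% of the iron chelator positive control signal, with at least half of replicates also reaching 10%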
# HSF-1 act = HSF-1 activators, primary screen, NIH3T3-HGL cells, MG132 stress, luminescence, single point; NIH3T3-HGL HSF-1 luciferase reporter, 8 h; 100% = twice DMSO control signal; activation, % at 9 µM; 1.7% of 300,000 active;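 active = mean replicate activation of at least 50% with a set share of replicates each reaching 50%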;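 also: 0% = median of the neutral control wells and 100% = twice that signal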
# GSK3A inh = blockers of GSK3A enzyme activity – biochemical, luminescence, cell-free homogeneous, HTS, primary screen | Glycogen synthase kinase-3 alpha (Homo sapiens), P49840 | 0.1% of 320,000 active | inhibition, % at 10 µM | GSK-3 alpha kinase, ADP-Glo luminescence, 60 min;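 in the data active = inhibition above about 50%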;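 also: GST-tagged GSK-3 alpha with peptide substrate and 25 µM ATP; 0% = DMSO neutral wells and 100% = GW8510 positive control wells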
# Target sequence (P49840 whole entry, looked up): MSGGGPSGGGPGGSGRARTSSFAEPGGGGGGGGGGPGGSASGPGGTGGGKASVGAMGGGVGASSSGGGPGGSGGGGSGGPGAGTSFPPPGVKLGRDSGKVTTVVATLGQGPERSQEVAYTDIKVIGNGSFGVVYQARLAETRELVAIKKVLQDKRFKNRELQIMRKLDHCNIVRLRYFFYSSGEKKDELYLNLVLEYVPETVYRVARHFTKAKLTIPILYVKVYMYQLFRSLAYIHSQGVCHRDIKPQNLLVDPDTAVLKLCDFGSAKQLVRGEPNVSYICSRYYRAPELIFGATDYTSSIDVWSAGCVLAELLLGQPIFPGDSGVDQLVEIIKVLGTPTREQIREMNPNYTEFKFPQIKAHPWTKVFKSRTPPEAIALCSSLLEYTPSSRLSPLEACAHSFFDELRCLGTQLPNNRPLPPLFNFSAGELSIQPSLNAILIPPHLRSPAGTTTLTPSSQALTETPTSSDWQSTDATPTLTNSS
# GSK3beta inhib = human GSK3beta kinase inhibitors, primary screen, biochemical, cell-free homogeneous, HTS; GST-GSK3beta kinase, ADP-Glo luminescence, 60 min; active compounds read low; activity score (negative = inhibition), % at 10 µM; AID 2097, 2009; Glycogen synthase kinase-3 beta (Homo sapiens), P49841; 0.038% of 300,000 active;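 active = more than half of replicate wells score below -50%, meaning over 50% inhibition versus plate controls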;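 also: 0% = median DMSO wells and -100% = median GW8510 positive control wells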
# Target sequence (P49841 whole entry, looked up): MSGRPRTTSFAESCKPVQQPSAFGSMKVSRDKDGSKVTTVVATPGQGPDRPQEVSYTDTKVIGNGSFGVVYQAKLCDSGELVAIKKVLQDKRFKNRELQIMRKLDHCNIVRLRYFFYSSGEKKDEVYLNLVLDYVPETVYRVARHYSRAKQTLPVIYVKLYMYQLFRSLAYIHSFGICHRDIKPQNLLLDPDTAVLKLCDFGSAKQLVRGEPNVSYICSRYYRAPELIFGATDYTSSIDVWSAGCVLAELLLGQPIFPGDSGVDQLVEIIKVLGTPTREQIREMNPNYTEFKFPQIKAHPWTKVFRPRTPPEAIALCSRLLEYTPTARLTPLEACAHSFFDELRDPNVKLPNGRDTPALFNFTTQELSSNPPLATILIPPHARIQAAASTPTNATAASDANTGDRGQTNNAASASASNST
#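 Test system: GST-fused GSK3beta enzyme, cell-free | Quantity: 1.6 ng GST-GSK3beta enzyme per well | Reagent: 25 µM ATP with peptide substrate | Schedule: 60 min enzyme reaction, room temperature | Signal: Luminescent ADP-Glo measurement of ADP formed | Read-out basis: Score relative to plate controls | Control set: DMSO and 20 µM GW8510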
# AI-2 QS mod = Vibrio harveyi AI-2 quorum sensing modulators, primary screen, JMH597 strain, luminescence/OD600 ratio; 0.4% of 300,000 active; Vibrio harveyi JMH597 AI-2 luminescence/OD600 ratio, 9 h; active compounds read low; strain lacks LuxN and CqsS sensors; 0 = neutral-control median; AID 2094, 2009; activity change, % at 7.5 µM; in the data active = activity change below about -75%, passing the limit was not always enough;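 also: luminescence divided by OD600 gain over 9 h not by final OD600 alone; inactives centre near 13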
# HSP90 inh = HSP90 inhibitors, primary screen, cell lysate, luminescence. inhibition, % at 5.6 µM. 0.91% of 290,000 active. Rabbit reticulocyte lysate, luciferase refolding luminescence, 3 h;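 active = inhibition above the screen-wide mean plus 3 SD, computed separately per campaign, cut at about 16% in these data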;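 also: 0% = DMSO wells and 100% = 60 µM geldanamycin wells; inhibitors lower the luminescence because luciferase stays unfolded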
# aSyn UTR inh = MLPCN primary screen, SNCA 5' untranslated region | alpha-synuclein 5'UTR reporter, inhibitor activity | inhibition, % (tested at 7.5 µM) | 0.82% of 300,000 active; in the data active = inhibition above about 60%;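 also: H4 neuroglioblastoma cells stably carrying SNCA 5'UTR luciferase fusion; 0% = DMSO wells and 100% = positive control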
# HSF1 inh = HSF1 inhibitors in luciferase reporter cells, primary screen, cell-based, NIH3T3, luminescence; NIH3T3-HGL HSE-luciferase, MG132-induced, luminescence 8 h; active compounds read low; activity change, negative = inhibition, % at 7.5 µM (by protocol); 0.77% of 300,000 active; AID 2098, 2009;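 active = more than half of replicate wells show activity change below -50%, luminescence cut by over half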;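 also: luciferase reports HSF-1 transcriptional activity via heat shock element; 0% = median of DMSO wells and -100% = zero luminescence signal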
# IEC-6 tox = cytotoxicity in IEC-6 intestinal epithelial cells, primary screen, cytotoxicity control for KLF5 inhibitor project, cell-based, luminescence. IEC-6 cytotoxicity, luminescence viability. inhibition, % at 5 µM. 0.78% of 290,000 active; in the data active = inhibition above about 22%;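 also: 0% = plate median of test compound wells and 100% = cytotoxic reference compound wells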
# Numbers without * were called inactive; / = not tested or not shown.
SMILES,KLF5 inh,HIF act,HSF-1 act,GSK3A inh,GSK3beta inhib,AI-2 QS mod,HSP90 inh,aSyn UTR inh,HSF1 inh,IEC-6 tox
CCOC(=O)C1=C(SCC(=O)Nc2ccccc2)NC(=O)C(C#N)C12CCCCC2 (stereo not drawn),-6,0.1,15,1,5,1,5,13,1,-1
COC(=O)c1nc[nH]c1C(=O)OC,-11,-0.5,3,0,2,19,0,4,0,-6
Cc1nn(C(C)(C)C)c(OC(=O)c2cccs2)c1Sc1ccccc1,7,0.0,0,4,1,21,0,-3,-7,1
CC(C)(C)C(=O)NC1CCN(CC(=O)Nc2ccc3c(c2)OCO3)CC1,-1,0.6,-9,2,-2,7,0,8,-3,7
COc1ccc(CC(=O)Oc2ccc(F)c(F)c2)cc1S(=O)(=O)N1CCOCC1,/,3.0,0,-3,-2,9,/,3,-2,/
COC(=O)C1=C(SC)N(c2ccc(OC)cc2)C(c2ccccc2)CC1=O (stereo not drawn),-6,-0.7,36,0,1,6,5,-14,2,-1
O=C(NN1CCOCC1)c1ccccc1,-22,-0.4,29,-12,-2,1,2,-3,4,-1
O=C(Nc1ccccc1-c1ccccc1)c1ccco1,-57,-0.3,-27,-2,0,5,4,16,-12,5
CCCc1nnc(NC(=O)CCC(=O)N2CCN(Cc3ccc(F)cc3)CC2)s1,-27,-0.2,7,-3,1,23,1,5,-2,0
COc1ccc(N(C)S(=O)(=O)c2cccc(C(=O)OCC(=O)NCc3ccccc3OC)c2)cc1,-39,-0.1,2,0,0,1,6,-22,0,2
CCOC(=O)C1C(=O)NC(c2ccccc2)=NC1c1ccc(O)c(OC)c1 (stereo not drawn),-9,0.0,-2,-3,3,16,-2,-9,0,-7
COc1ccc(OC)c2[nH]c(=O)c(CCNC(=O)COc3ccccc3)cc12,-23,-0.2,-9,-2,6,7,5,8,0,4
O=C(CCn1c(=O)oc2ccccc21)Nc1nc2ccccc2s1,-38,1.0,38,3,-2,26,2,-4,28,4
O=C1C=CC(=O)N1CCNc1ncc(C(F)(F)F)cc1Cl,-3,0.0,-19,/,2,4,7,10,-12,17
COc1ccc(-n2c(Cc3cccn3C)nnc2SCC(=O)Nc2ccc3c(c2)OCCO3)cc1,-19,0.3,-1,-1,2,15,1,-6,-3,1
COc1cc(Cl)c(C)cc1NC(=O)CSc1nnc(-c2ccco2)n1CC(C)C,12,-1.7,18,1,1,14,6,22,4,7
COc1ccccc1NC(=O)Nc1c(C)nn(C)c1C,-26,-0.5,4,-2,-1,6,2,18,-6,-4
Cc1ccc(C(=O)COc2nc(C)nc3ccccc23)cc1,-34,-0.4,1,0,3,30,0,11,0,2
COC(=O)c1cc2c(ccn2-c2ccc(F)cc2)n1CC(=O)N1CCN(C(=O)c2ccco2)CC1,-10,/,/,0,/,/,2,/,/,0
COc1cc([C@@H]2C[C@H]3CN(c4ccccc4)C(=O)[C@]34CCCN24)cc(OC)c1OC,-37,1.7,10,-4,2,2,-4,-1,-3,-6
Cc1nc(C(F)(F)F)nc(Nc2ccc(Br)cc2)c1C#N,-10,-0.1,-19,1,0,15,0,40,3,4
CN(C)C(=S)c1ccccc1,-6,-0.1,-5,1,2,2,-2,6,-1,-2
O=C(COc1ccc2ccc(=O)oc2c1)N1CCN(C(=O)C2COc3ccccc3O2)CC1 (stereo not drawn),-12,-0.2,4,-4,0,37,-1,23,0,-2
CC(=O)c1cccc(NC(=O)c2cccc(NC(=O)c3ccco3)c2)c1,-25,-0.7,19,7,-3,6,-1,8,-2,8
CC(=O)NC(=S)Nc1cccc(S(=O)(=O)NC2=NCCC2)c1,-2,-0.8,-81,/,-3,7,-5,-15,-76*,-6
Cc1c(Cl)cccc1NC(=O)CCC(=O)c1cccs1,-18,-0.5,-1,1,-1,15,6,6,1,4
CC(=O)c1cccc(NC(=O)c2nccnc2C(=O)O)c1,-6,1.6,18,2,-1,3,-2,-55,-3,-3
O=c1[nH]c2ccccc2n1CCCSc1cnc2ccccc2n1,-25,0.8,-11,3,-2,42,3,-64,-5,6
O=C(CN1CCCCCC1)Nc1ccc(F)c(F)c1F,9,0.5,-2,-1,1,11,3,4,-5,4
Cc1cc(NC(=O)CCC(=O)N(Cc2ccco2)C(C(=O)NC2CCCCC2)c2ccccc2)no1 (stereo not drawn),-38,-0.4,-7,-2,1,27,3,3,4,1
COc1ccc(OC)c(N(CC(=O)N2CCCC2)S(=O)(=O)c2ccc(C)cc2)c1,1,-2.2,-2,-2,-2,12,-3,12,-2,1
COc1ccc2c(c1)[nH]c1c(=O)n(CCc3cnc[nH]3)cnc12,-26,0.7,8,3,2,11,2,-4,3,8
O=[N+]([O-])c1nn(-c2ccc(Cl)cc2)n(O)c1=NCc1cccnc1,-20,0.6,32,-4,-2,28,1,-23,10,0
COCCN1Cc2cccc(C(=O)Nc3cccc(C)c3C)c2C1=O,-13,-7.2,-8,0,-1,-7,2,8,3,-1
CC(C)(C)OC(=O)N/N=C/c1ccc(N2CCOCC2)s1,-41,-0.1,-8,-4,2,29,-4,-54,-6,9
COc1cc(OC)cc(C(=O)N2CCN(C3CCN(Cc4ccccc4)CC3)CC2)c1,-47,0.1,-25,-4,0,15,2,-6,-3,-2
Cc1c([N+](=O)[O-])cc(C(=O)Nc2ccc(Cc3ccncc3)cc2)cc1[N+](=O)[O-],-31,-0.3,-10,-2,2,38,-3,-15,-5,-13
Cc1ccc2cc(CN(CCCN3CCOCC3)C(c3nnnn3Cc3ccco3)C(C)C)c(=O)[nH]c2c1C (stereo not drawn),-4,-0.2,0,1,-2,7,-1,-24,3,-1
CC(=O)N1c2ccc(S(=O)(=O)N3CCCC(C(=O)Nc4cc(C)cc(C)c4)C3)cc2CC1C (stereo not drawn),-37,-0.1,1,1,-1,11,2,21,2,-7
CC(C)CCNC(=O)C(C)N(C(=O)Cn1nnc(-c2ccc(F)cc2)n1)C1CCCC1 (stereo not drawn),-50,-0.1,6,-1,-3,19,2,15,-3,4
O=C(N/N=C\c1ccccn1)c1cccc(C(=O)N/N=C\c2ccccn2)n1,/,-4.9,14,-2,-1,12,/,19,2,/
FC(F)(F)COc1nc(N2CCCCC2)nc(N2CCNCC2)n1,-12,-0.1,18,-4,3,26,4,-5,-1,3
N/C(=N\OC(=O)CC1CCCCC1)c1cccc([N+](=O)[O-])c1,-11,0.0,12,/,1,-11,-4,-41,6,-7
Cc1ccc(N2C(=O)C(CC(=O)Nc3cccc(F)c3)N(C3CC3)C2=O)cc1 (stereo not drawn),-4,0.9,20,-1,1,18,-2,-13,1,-2
CC1(C)C(=O)OC(C(=O)c2ccccc2)C(C)(C)C1=O (stereo not drawn),-9,-0.2,12,-2,0,-3,4,25,3,-5
COc1ccccc1NC(=O)CSc1nnc(COc2ccccc2OC)n1C,-19,-0.7,-5,9,3,4,-3,8,2,0
Cc1nc2ccc([N+](=O)[O-])cc2c(=O)n1Cc1ccc(Cl)cc1,-11,1.2,7,5,0,14,2,26,-2,7
CCc1ccccc1NC(=O)COc1ccc2c(c1)OCO2,-5,1.7,4,-2,3,37,1,-50,1,3
CCCCOc1ccc(C(=O)N2CCCC2)cc1,-56,1.7,8,-3,2,20,-2,-63,4,2
CCC(COC(=O)Nc1cccc(C)c1)NC(=O)OCC(C)C (stereo not drawn),-62,0.0,-18,0,1,23,-6,20,-7,0

# The results go on.
SMILES,KLF5 inh,HIF act,HSF-1 act,GSK3A inh,GSK3beta inhib,AI-2 QS mod,HSP90 inh,aSyn UTR inh,HSF1 inh,IEC-6 tox
CCOc1ccc(NS(=O)(=O)c2ccc3ncsc3c2)cc1,-17,-0.1,12,0,-1,21,1,-4,1,-2
Cn1cc(CCNC(=O)CCc2nnc(CCCCc3ccccc3)o2)cn1,-6,0.3,-1,-1,3,-6,-5,-8,-4,2
COc1ccc(C2=NOC(C(=O)Nc3ccc(C)cc3)C2)cc1OC (stereo not drawn),-25,-0.1,14,-2,/,/,-1,5,5,3
COCCn1c(SCc2nc3sc(C(=O)OC)c(C)c3c(=O)[nH]2)nc2ccccc21,-16,-0.1,-2,2,1,1,1,11,-2,-3
O=C(CSc1nnc2nnc3ccccc3n12)N1CCOCC1,-30,-0.6,5,-1,0,29,1,1,3,17
Cc1ccc(C2(c3noc(CN(C)CC4COCCO4)n3)CCCC2)cc1 (stereo not drawn),-8,-0.4,6,1,1,13,-3,12,0,1
CCOc1ccc(NC(=O)CN2CCC(n3cnc4cc(F)ccc43)CC2)cc1,-30,0.1,19,2,1,28,3,21,7,4
C=CC(O)(C#CCN(CC)CC)c1ccccc1 (stereo not drawn),-2,-0.8,-6,-2,-1,8,0,-37,-4,5
COc1ccc(/C=C2/CCOC2=O)cc1,-19,0.8,13,-2,-1,7,5,-41,8,-3
Cc1cccc(C)c1OCC(O)CNC(C)c1ccccc1 (stereo not drawn),16,0.8,-5,3,0,-7,5,54,-17,39*
CC(C)C(=O)Nc1nnc(S(=O)(=O)N2CCCCCC2)s1,-26,-0.3,6,-2,-4,8,2,-10,2,2
CCCCNc1ncnc2c1cnn2-c1ccc(C)cc1C,-42,1.0,5,-2,-3,9,-4,9,-3,3
O=C1c2ccccc2S(=O)(=O)N1CC1CC(c2ccccc2)=NO1 (stereo not drawn),-128,2.3,/,0,2,13,4,-144,/,4
CN(C)C(=O)NC1C=CS(=O)(=O)C1 (stereo not drawn),-14,/,/,-1,/,/,5,/,/,-3
CCN(CC)C(=O)Cn1cc(S(=O)(=O)CC(=O)N2CC(C)OC(C)C2)c2ccccc21 (stereo not drawn),-12,-0.2,-8,-1,1,5,1,9,-1,-3
COCC1CCN(C(=O)c2ccc3oc(Cc4ccccc4)nc3c2)C1 (stereo not drawn),-45,1.8,11,6,1,1,-3,-36,13,-9

# A different layout for part of the listing above.
# Results follow in this order: KLF5 inh	HIF act	HSF-1 act	GSK3A inh	GSK3beta inhib	AI-2 QS mod	HSP90 inh	aSyn UTR inh	HSF1 inh	IEC-6 tox
O=C1c2ccccc2S(=O)(=O)N1CC1CC(c2ccccc2)=NO1 (stereo not drawn)
→ -128	2.3	/	0	2	13	4	-144	/	4
CN(C)C(=O)NC1C=CS(=O)(=O)C1 (stereo not drawn)
→ -14	/	/	-1	/	/	5	/	/	-3

# Screening results as filed in PubChem.
